DENV2 CPE: protects cells from dengue virus 2 cytopathic effect; DENV2-infected cells, cytopathic effect rescue, plate reader; CPE inhibition, % at 9.99 µM; 1.7% of 350,000 active; in the data active = CPE inhibition above about 20%, passing the limit was not always enough; inconclusive = no clear call, values can overlap the other calls; tested in BHK-21 cells;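 also: 0% = median of neutral control wells and 100% = median of positive control wells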
CASP6 VEID inh: caspase-6 (human) enzyme inhibition; P55212; purified caspase-6, Z-VEID-R110 cleavage fluorescence; inhibition, % at 12.5 µM; 0.53% of 350,000 active; AID 686996;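 active = mean inhibition across replicates at least about 35%, with every replicate also reaching that limit, limit read from the data; inconclusive = only one of the two criteria met; inactive = neither criterion met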;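 also: 0% = median of neutral control wells and 100% = no fluorescence left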
Target sequence (P55212 24-179 limits assumed): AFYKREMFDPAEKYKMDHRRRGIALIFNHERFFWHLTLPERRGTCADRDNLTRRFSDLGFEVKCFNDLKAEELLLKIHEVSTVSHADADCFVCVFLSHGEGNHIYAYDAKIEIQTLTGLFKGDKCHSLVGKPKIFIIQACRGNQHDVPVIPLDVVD
Target sequence (P55212 194-293 limits assumed): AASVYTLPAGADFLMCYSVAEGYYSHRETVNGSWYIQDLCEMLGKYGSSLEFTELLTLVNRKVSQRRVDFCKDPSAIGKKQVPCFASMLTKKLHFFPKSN
EWS-Fli block: inhibitors of EWS/Fli oncoprotein transcriptional activity. A673 NR0B1-luciferase reporter, viability-normalised. inhibition, % at 12.6 µM. 0.67% of 350,000 active. AID 651661;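 active = mean inhibition of at least 50% after viability correction, with every replicate also passing that limit; inconclusive = mean reaches 50% but only one of two replicates passes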;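 also: firefly luciferase signal divided by Alamar Blue viability fluorescence both relative to DMSO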
ARNT-TACC3 inh: disrupts binding between human ARNT and TACC3 | Q9Y6A5 | AlphaScreen His-ARNT PAS-B/GST-TACC3 binding, luminescence; TACC3 fragment carries E629A point mutation | inhibition, % at 9.99 µM | 0.66% of 390,000 active;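 active = mean inhibition of replicates at least 50% and at least half of replicates each reaching 50%; inconclusive = half or more replicates reach 50% but mean below 50%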;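 also: 0% = complete ARNT plus TACC3 wells and 100% = ARNT alone without TACC3; many hits fall short of the cut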
LGR2 antag: blocks bursicon-induced cAMP signaling via Drosophila LGR2; HEK293 LGR2, CRE-luciferase, bursicon-stimulated, 4 h; 0.35% of 380,000 active; inhibition, % at 9.99 µM; AID 720647;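 active = drop in luminescence signal, shown as inhibition above about 50% in the replicate tests, limit read from the data, passing the limit was not always enough; inconclusive = probably only some replicates passing the limit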;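 also: agonist challenge used bursicon conditioned medium at about half maximal strength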
SIRT5 block: sirtuin-5 (human) deacylase inhibition | Purified SirT5, succinyl-peptide AMC, trypsin-coupled fluorescence | inhibition, % at 15 µM | 1.1% of 330,000 active | AID 652115; in the data active = inhibition above about 15%; inconclusive = no clear call, values can overlap the other calls
Target sequence (Q9NXA8 whole entry, looked up): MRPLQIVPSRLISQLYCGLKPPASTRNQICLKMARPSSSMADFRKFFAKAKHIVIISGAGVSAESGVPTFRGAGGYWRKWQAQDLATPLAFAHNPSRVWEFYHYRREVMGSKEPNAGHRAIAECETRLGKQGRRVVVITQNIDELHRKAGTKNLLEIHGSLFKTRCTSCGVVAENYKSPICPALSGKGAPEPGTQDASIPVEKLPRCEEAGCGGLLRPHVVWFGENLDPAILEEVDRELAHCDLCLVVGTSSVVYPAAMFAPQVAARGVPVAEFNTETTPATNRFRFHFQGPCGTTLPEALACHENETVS
PAX8 reporter: lowers PAX8-driven luciferase in RMG-I cells; RMG-I TPO-luciferase reporter, SteadyGlo, 24 h; inhibition, % at 12.6 µM; AID 652154; 1.2% of 360,000 active;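 active = mean replicate inhibition at least 60% with every replicate also reaching 60%; inconclusive = only one of the two criteria is met; inactive = mean below 60% and not all replicates reaching 60%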;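 also: luciferase light reporting Pax8 driven TPO promoter activity; plate controls were median of neutral control wells for no effect and mitoxantrone controls for full effect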
The depositor's hits bear a star; ? = inconclusive; · = not tested or not shown; & = joins results of further samples; ! = a repeat was not active.

SMILES | DENV2 CPE | CASP6 VEID inh | EWS-Fli block | ARNT-TACC3 inh | LGR2 antag | SIRT5 block | PAX8 reporter
Cc1ccc(S(=O)(=O)N(C)C[C@H]2Oc3cc(C#CC4CCCC4)ccc3S(=O)(=O)N([C@@H](C)CO)C[C@@H]2C)cc1 | -12 | -1 | 15 | -3 | 18 | -3 | ·
CN(C)S(=O)(=O)c1cccc(NC(=O)c2cccc(NS(=O)(=O)c3ccccc3)c2)c1 | 15 | 0 | 6 | 4 | 1 | 2 | 17
O=C(Nc1ccc(Br)cc1F)C1CCN(c2nnc(-n3cccc3)s2)CC1 | 26* | 2 | 2 | -8 | 7 | · | -1
COCCCNC(=O)c1cc2c(-c3cccc(OC)c3)nn(C)c2s1 | -7 | 4 | 2 | · | 14 | -14 | 3
CC(C)Cc1nnc(NC(=O)CCC(=O)N2CCN(S(=O)(=O)c3ccccc3)CC2)s1 | · | · | · | -5 | -6 | · | 15
Cc1ccc(C(=O)N/C(=C\c2ccco2)C(=O)N2CCOCC2)cc1C | 7 | 4 | 5 | 0 | 7 | 4 | 12
C=C1[C@H]2O[C@H]2[C@@H](OC(C)=O)[C@@]2(C)[C@@H](OC(C)=O)C[C@@H](OC(C)=O)[C@@](C)(O)[C@@H]2[C@@H](OC(C)=O)[C@@]2(O)[C@@H](C)C(=O)O[C@H]2[C@H]1Cl | 1 | 8 | 0 | -2 | -3 | 1 | -14
CC(=O)N(C)C[C@H]1Oc2ncc(-c3cncnc3)cc2C(=O)N([C@@H](C)CO)C[C@@H]1C | 12 | -2 | -1 | 10 | -6 | -1 | ·
COC(=O)c1ccc(NC(=O)COC(=O)C2CCC2)cc1 | -3 | -3 | -1 | 8 | -2 | -3 | 4
COc1ccc(CCC(=O)OCC(=O)Nc2sccc2C(N)=O)cc1 | 0 | 3 | 2 | · | -3 | -2 | -2
COCOCCn1cc(CN2CCS(=O)(=O)N(Cc3ccc(-c4ccc(F)nc4)cc3)C(C)C2=O)nn1 (stereo not given) | 4 | 1 | -11 | · | -2 | -1 | 9
COC(=O)CNC(=O)c1cc(-c2ccncc2)nc2ccc(C)cc12 | 0 | -1 | · | 0 | 12 | -9 | -4
CCn1c(=O)c2c(n3c(=S)[nH]nc13)-c1ccccc1CC21CCCCC1 | · | 3 | -4 | 5 | -24 | 10 | -3
O=S(=O)(Nc1ccc(Nc2ccccc2)cc1)c1ccc(F)cc1 | -5 | 1 | 4 | 1 | 7 | 0 | -7
C/C=C/c1ccc2c(c1)O[C@H](CN(C)C(=O)Nc1cc(F)ccc1F)[C@H](C)CN([C@H](C)CO)S2(=O)=O | 2 | -3 | 14 | 9 | 22 | 6 | ·
COc1ccc(CN(C)C[C@@H]2Oc3c(NC(=O)Nc4ccc(F)cc4)cccc3C(=O)N([C@H](C)CO)C[C@@H]2C)cc1 | 5 | -1 | 4 | -6 | -8 | -6 | 0
COc1ccc(NC(=O)Nc2cccnc2)cc1 | -3 | 7 | -24 | -1 | -24 | -3 | -74
O=C(O)CCN1C(=O)c2ccc(NC(=O)C(c3ccccc3)c3ccccc3)cc2C1=O | -5 | 3 | 12 | -2 | 3 | -13 | -15
COC(=O)Cc1cc(=O)n2c(nc3ccccc32)[nH]1 | 19 | 0 | 10 | -3 | -3 | -6 | 2
O=C(C[C@H]1C[C@H]2c3cc(NC(=O)CC4CC4)ccc3O[C@H]2[C@H](CO)O1)NCc1ccncc1 | 5 | -4 | -6 | -1 | 6 | 0 | 0
OC[C@@H]1[C@@H](c2ccc(C#Cc3ccccc3F)cc2)[C@H]2CN(Cc3cncnc3)CCCCN12 | -15 | 1 | -13 | -9 | 6 | -1 | -65
S=C(N=Nc1ccccc1)NNc1ccccc1 | -1 | -1 | -83 | 44 | -85 | -1 | -66
Cc1cc(=O)n(C)c(=O)n1CCCCOc1ccc([N+](=O)[O-])cc1 | -7 | 3 | -5 | -6 | 3 | -2 | 2
COc1ccc(NC2=CC(=O)CC(C)(C)C2)cc1 | -4 | -1 | 2 | 1 | 10 | 2 | -53
COc1cc(OC)cc(C2=Cc3ccccc3C(CC(C)=O)N2c2ccc(C#CCCO)cc2)c1 (stereo not given) | 0 | -1 | 5 | · | 9 | -4 | 5
Next structures.
SMILES | DENV2 CPE | CASP6 VEID inh | EWS-Fli block | ARNT-TACC3 inh | LGR2 antag | SIRT5 block | PAX8 reporter
Cc1ccc2c(c1)NC(=O)C(CC(=O)NCCN(C)C)O2 (stereo not given) | -1 | 3 | -2 | 2 | -11 | · | 23
Cc1nc2nc(C)c(NS(=O)(=O)c3ccc4c(c3)CCCC4)c(=O)n2[nH]1 | 2 | -1 | 0 | -3 | -7 | · | 8
COc1ccc(N2C(=O)CC3(CCCC3)CC2=O)cc1 | · | · | · | -12 | -9 | · | -3
O=C(C[C@@H]1C[C@@H]2c3cc(NS(=O)(=O)c4ccc(F)cc4)ccc3O[C@@H]2[C@H](CO)O1)NCc1ccc(-c2ccccc2)cc1 | -2 | 3 | -8 | 15 | 11 | 5 | 68*
COc1ccc(-c2csc3nc(C)n(-n4cccc4)c(=O)c23)cc1OC | ? | 1 | -9 | -4 | -4 | 1 | ·
COc1ccc(NC(=O)Nc2cccc3c2O[C@H](CN(C)Cc2ccncc2)[C@@H](C)CN([C@H](C)CO)C3=O)cc1 | ? | 3 | -16 | -3 | -8 | -5 | -7
Cc1ccc(NC(=O)C[n+]2cc(-c3ccccc3)n3c2CCC3)c(C)c1 | 4 | 1 | ? | 0 | · | -3 | -3
CCCCn1nnnc1NCc1ccc(OC)c(OC)c1 | -5 | 1 | -1 | -6 | 4 | 1 | ·
CCCNC(=O)N1CC2(C1)CN(C(=O)CC)[C@H](CO)c1[nH]c3cc(OC)ccc3c12 | -3 | 2 | -6 | · | -15 | -1 | ·
CC(=O)NCCc1nc2ccccc2n1Cc1cccc(C)c1 | 5 | 0 | 2 | -4 | 3 | -4 | 2
Cc1ccccc1-c1ccc2c(c1)O[C@H](CN(C)C(=O)c1ccccn1)[C@H](C)CN([C@@H](C)CO)S2(=O)=O | -5 | 2 | -7 | 1 | -15 | 2 | -5
COc1ccc(CN2C(=NC(=O)COc3ccccc3)SC3CS(=O)(=O)CC32)cc1 (stereo not given) | -5 | 0 | 1 | -6 | 3 | -5 | 30
CCn1c(SCc2ccc(C(=O)O)cc2)nnc1-c1ccc(Cl)cc1 | 9 | -2 | 9 | 12 | 0 | -3 | 35
CN(C)/C=C/C(=O)c1ccn(S(=O)(=O)c2ccccc2)c1 | 1 | -1 | 7 | 2 | -12 | -1 | 5
C[C@H]1CN([C@@H](C)CO)C(=O)c2cccc(NC(=O)Nc3ccc4c(c3)OCO4)c2O[C@H]1CN(C)C(=O)NC1CCCCC1 | -5 | -1 | -11 | -5 | -23 | 5 | ·
Cc1cc(NCCCCCCCNc2cc(C)nc3cc([N+](=O)[O-])ccc23)c2ccc([N+](=O)[O-])cc2n1 | -18 | -46 | 36 | -1 | 13 | 0 | 33
C#Cc1ccc([C@@H]2C=C(C(=O)NCc3nc4ccccc4[nH]3)O[C@H](OCC)[C@H]2CCCO)cc1 | 22*! | -4&0 | -2&2 | 3 | -1 | 1&7 | 9&4
Cn1nc(C(F)(F)F)c(-c2ccc(F)cc2)c1NC(=O)CSCC(=O)O | -1 | 2 | 25 | · | -3 | -4 | -13
CCC1CCCCN1CCCNC(=O)CS(=O)(=O)Cc1nc(-c2cccc(OC)c2)oc1C (stereo not given) | 3 | -47 | -7 | 0 | 0 | -2 | 12
CO[C@H]1CN(C)C(=O)c2cc(NC(=O)C3CC3)ccc2OC[C@@H](C)N(Cc2cccnc2)C[C@@H]1C | 4 | 1 | -9 | -7 | 2 | -2 | -2
COCC(=O)N1CC(=O)N2[C@H](CO)[C@H](c3ccc(C#CC4CCCCC4)cc3)[C@H]2C1 | 1 | 0 | 27 | · | -5 | -4 | -15
Cc1cc(=O)oc2cc(OCC(=O)N/N=C/c3ccccc3[N+](=O)[O-])ccc12 | · | · | · | -3 | 16 | · | 3
N#Cc1ccc(-c2csc(NC(=O)c3ccc(S(=O)(=O)N4CCc5ccccc5C4)cc3)n2)cc1 | -11 | -2 | 6 | -5 | 10 | -2 | -4
O=C(Cn1nc(Cc2cccnc2)c2ccccc2c1=O)NCCCN1CCCC1=O | -7 | 0 | 2 | 2 | 7 | 2 | 13
CC(C)[C@@H]1Cc2[nH]c(=O)[nH]c(=O)c2[C@H](C)O1 | -6 | -1 | -6 | · | 7 | -1 | -24

Retrieved by structure from the entries so far (two):
SMILES | DENV2 CPE | CASP6 VEID inh | EWS-Fli block | ARNT-TACC3 inh | LGR2 antag | SIRT5 block | PAX8 reporter
Cc1ccc(NC(=O)C[n+]2cc(-c3ccccc3)n3c2CCC3)c(C)c1 | 4 | 1 | ? | 0 | · | -3 | -3
COc1ccc(CN2C(=NC(=O)COc3ccccc3)SC3CS(=O)(=O)CC32)cc1 (stereo not given) | -5 | 0 | 1 | -6 | 3 | -5 | 30

Returning to the listing, starting two compounds before the break.
SMILES | DENV2 CPE | CASP6 VEID inh | EWS-Fli block | ARNT-TACC3 inh | LGR2 antag | SIRT5 block | PAX8 reporter
O=C(Cn1nc(Cc2cccnc2)c2ccccc2c1=O)NCCCN1CCCC1=O | -7 | 0 | 2 | 2 | 7 | 2 | 13
CC(C)[C@@H]1Cc2[nH]c(=O)[nH]c(=O)c2[C@H](C)O1 | -6 | -1 | -6 | · | 7 | -1 | -24
COc1ccc(-c2nc(CS(=O)CC(=O)NCc3ccco3)c(C)o2)cc1OC (stereo not given) | 1 | 1 | 7 | -15 | 16 | -4 | -3
Cc1cccc(NCC(=O)N/N=C/c2ccc(Br)cc2)c1 | -8 | -1 | -4 | 32 | · | 0 | 31
CC(C)=CCN1CCN(Cc2cnc(-c3ccccc3)s2)CC1CCO (stereo not given) | 3 | 2 | 9 | -1 | -2 | -8 | -7
Cc1ccc(S(=O)(=O)N2C[C@H](O)COC[C@@H]3O[C@@H](CC(=O)NCc4ccc(Cl)c(Cl)c4)CC[C@H]32)cc1 | -14 | 1 | -3 | 14 | -3 | 4 | 38
O=C(Nc1ccc2c(c1)OCCO2)C(CCc1ccccc1)N1CCN(C/C=C/c2ccccc2)CC1 (stereo not given) | -3 | -2 | 10 | · | 19 | -3 | 5
O=C(CCS(=O)(=O)c1ccccc1)Nc1ccc(Cl)cn1 | 14 | 23 | 11 | 2 | 4 | -6 | -31
N#C[C@@H]1N[C@H](CO)[C@@H]1c1ccc(C#Cc2ccccc2F)cc1 | 2 | -1 | -108 | -10 | -69 | -1 | -174
CC(C)(C)OC(=O)NCCCCCNC(=O)c1nc[nH]c1C(=O)N1CCc2ccccc2C1 | -12 | 1 | 5 | 11 | 26 | · | 16
CCc1ccccc1OCC(=O)Nc1ccc(N2CCCC2)cc1C | 6 | -44 | 10 | -2 | 3 | -3 | ·
C=CCSc1nnc(CCCCCN2C(=O)c3cccc4cccc(c34)C2=O)o1 | -12 | 1 | 3 | -4 | 8 | 1 | -2
O=C(O)c1ccc(S(=O)(=O)N(CCc2ccccc2)Cc2ccc(Cl)cc2)cc1 | -2 | 4 | 8 | -6 | 9 | 4 | 19
O=C(CN1C(=O)NC2(CCCc3ccccc32)C1=O)N1CCCCC1 (stereo not given) | -1 | 3 | 7 | 1 | 13 | 0 | 5
COC(=O)c1ccc(NC(=O)CSc2nc(N)c(NC(=O)c3ccc(Br)o3)c(=O)[nH]2)cc1 | -5 | -2 | -11 | 19 | 3 | -3 | 0
COc1ccc2c3c([nH]c2c1)[C@@H](CO)N(C(=O)c1ccncc1)CC31CCN(C(=O)CC2CC2)CC1 | 5 | 1 | 1 | · | -4 | 5 | 0
Cc1ccc(S(=O)(=O)Nc2ccc3c(c2)C(=O)N([C@@H](C)CO)C[C@@H](C)[C@@H](CN(C)Cc2ccc(Cl)c(Cl)c2)OCCCC[C@@H](C)O3)cc1 | 0 | 1 | -15 | 20 | -13 | 17* | 96*
Cn1cnc(S(=O)(=O)N2CC[C@H]3[C@H](CO)Nc4ccc(C#Cc5ccc(F)cc5)cc4[C@H]32)c1 | -12 | 1 | -36 | · | 4 | 1 | ·
COc1cccc(NC(=O)N2CC3(C2)[C@H](c2ccccc2)[C@H](CO)N3C(=O)C2CCCC2)c1 | -10 | 5 | -8 | · | -23 | -1 | ·

Screening data as filed in PubChem.
